GLP-1R agonist: qHTS of GLP-1 Receptor Agonists; hit rate 0.007% among 380,000; HEK293 GLP-1R CRE-luciferase, luminescence, 4-6 h; cells express a hypersensitive GLP-1R form; Glucagon-like peptide 1 receptor (Homo sapiens), P43220; Potency, µM (top dose mostly 45.6 µM), for the others: top-dose activation, most hits filed as activators; further: potency means the concentration at half of the fitted maximal effect; % of control where 0% means no effect
GLP1R inv ag: qHTS of GLP-1 Receptor Inverse Agonists (Inhibition Mode). Glucagon-like peptide 1 receptor (Homo sapiens), P43220. HEK293 GLP-1R CRE-luciferase, luminescence, 24 h; GLP-1R form is constitutively active. Potency, µM (series often up to 38.3 µM), inactives show at the top dose activity change, negative = inhibition, actives largely listed as inhibitors. hit rate 1.6% among 410,000. AID 624417, 2012; further: potency means the concentration at half of the fitted maximal effect; on the % scale 0 is the no-effect control and ±100 the full control effect; nearly all actives have a fitted effect of over 55% in size
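Cells are plated, allowed 12 hours at 37 deg C, then treated with compounds for 24 hr before luciferase detection reagent is added and luminescence is read after 12 min at room temperature. The HEK293 line carries constitutively active GLP-1R with a cAMP-responsive reporter.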
PTHR1 ag: qHTS for PTHR1 Agonists: Primary Screen; HEK293 GP2 PTHR1 cells, GloSensor cAMP luminescence, 1 h; Potency, µM (highest dose often 115 µM), for the others: at the top dose activation, actives largely listed as activators; hit rate 0.075% among 410,000; further: potency means the concentration at half of the fitted maximal effect; nearly all actives have a fitted effect of over 55% in size; some results filed as inactive show a strong effect at the top dose; inactives centre near -15; many of its hits are not listed in these tables
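HEK-293-derived GP2 cells expressing PTHR1 and a GloSensor cAMP reporter, 3,000/well, plated overnight, given luciferin plus IBMX (each 0.5 mM as added) for 1 h at 37 °C, then compound for 1 h at 37 °C. Luminescence was read after 15 min at room temperature.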
GLP1R cytotox: qHTS of GLP-1 Receptor Inverse Agonists: Cytotox Screen; hit rate 0.13% among 410,000; HEK293 cAMP-luciferase reporter cells, luminescence, 24 h; AID 624418, 2012; Potency, µM (highest dose often 38.3 µM), for inactives: at the highest dose activity change, negative = inhibition, most hits filed as inhibitors;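 further: loss of luciferase light is scored as toxicity; potency means the concentration at half of the fitted maximal effect; on the % scale 0 is the no-effect control and ±100 the full control effect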
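MLSMR compounds, 24 hr on cells at 37 deg C/5% CO2; luminescence after luciferase reagent (12 min RT). Inhibition counted as the undesired cytotoxic outcome.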
PLK1 PBD block: qHTS for Inhibitors of PLK1-PDB (polo-like kinase 1 - polo-box domain): Primary Screen; Plk1 PBD binding of FITC phosphopeptide, fluorescence polarization; Potency, µM, for inactives: max response, negative = inhibition, actives largely listed as inhibitors; hit rate 2.8% among 360,000; further: potency means the concentration at half of the fitted maximal effect; series mostly up to about 57 µM; on the % scale 0 is the no-effect control and ±100 the full control effect; nearly all actives have a fitted effect of over 65% in size
IL2 activator: qHTS of IL-2 Activators. IL-2 activation reporter assay, cell-based qHTS; stimulated with anti-CD3/CD4/CD28 beads; in transgenic mouse T cells. hit rate 0.065% among 360,000. activation, % (series mostly up to about 46 µM); in the data active means activation above about 50%; inconclusive means mostly about 30% to 49%; further: 0% is about no effect
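EGFP and DsRed fluorescence is measured by plate cytometry in unstimulated transgenic mouse T cells exposed to compound for 60 minutes, then stimulated 18 hours at 37 degrees C with anti-CD3/anti-CD4 beads plus anti-CD28.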
EPAC1 agonist: qHTS for Agonist of cAMP-regulated guanine nucleotide exchange factor 3 (EPAC1): primary screen. EPAC1 agonist qHTS, biochemical assay; response scale: 100% = response to 6.5 mM cAMP. AID 720707, 2013. Potency, µM (titrated, usually from 154 µM), inactives show top-dose activation, most hits filed as activators. Rap guanine nucleotide exchange factor 3 (Homo sapiens), O95398. hit rate 0.073% among 360,000; further: potency means the concentration at half of the fitted maximal effect; nearly all actives have a fitted effect of over 60% in size
Target sequence (O95398 whole entry, looked up): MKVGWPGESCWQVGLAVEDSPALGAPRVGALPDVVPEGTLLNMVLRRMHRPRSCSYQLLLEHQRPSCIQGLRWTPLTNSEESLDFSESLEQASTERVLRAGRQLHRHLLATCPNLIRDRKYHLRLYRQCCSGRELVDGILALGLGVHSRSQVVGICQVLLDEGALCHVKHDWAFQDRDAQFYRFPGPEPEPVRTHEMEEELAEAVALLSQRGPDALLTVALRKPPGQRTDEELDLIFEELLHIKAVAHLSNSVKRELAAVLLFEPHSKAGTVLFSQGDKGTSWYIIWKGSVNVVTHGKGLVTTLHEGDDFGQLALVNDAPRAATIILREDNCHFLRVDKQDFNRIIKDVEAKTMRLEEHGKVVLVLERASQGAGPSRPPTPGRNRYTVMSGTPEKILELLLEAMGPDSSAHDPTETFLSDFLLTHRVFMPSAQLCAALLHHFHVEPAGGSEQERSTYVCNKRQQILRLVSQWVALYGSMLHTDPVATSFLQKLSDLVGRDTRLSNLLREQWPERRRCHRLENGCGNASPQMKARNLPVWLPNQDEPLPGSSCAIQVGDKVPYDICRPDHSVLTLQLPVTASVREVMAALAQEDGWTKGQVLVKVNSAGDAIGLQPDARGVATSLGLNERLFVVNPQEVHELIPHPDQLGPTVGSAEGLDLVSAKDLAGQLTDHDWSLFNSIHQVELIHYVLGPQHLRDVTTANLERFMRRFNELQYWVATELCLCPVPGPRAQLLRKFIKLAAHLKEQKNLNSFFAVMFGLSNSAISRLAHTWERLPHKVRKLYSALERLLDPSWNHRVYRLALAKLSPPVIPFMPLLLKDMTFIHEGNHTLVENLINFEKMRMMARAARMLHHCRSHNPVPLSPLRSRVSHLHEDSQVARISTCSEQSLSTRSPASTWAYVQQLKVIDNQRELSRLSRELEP
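Nucleotide exchange by EPAC1 (100 nM) on Rap1B–BODIPY-GDP (250 nM) in the presence of 50 uM GDP is tracked fluorescently at 480/540 nm over 30 min. Signals are normalized to a 6.5 mM cAMP control.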
PI5P4K alpha inh: qHTS for Inhibitors of phosphatidylinositol 5-phosphate 4-kinase (PI5P4K); hit rate 1.2% among 330,000; max response, %; PI5P4Kalpha enzyme, ADP-Glo luminescence, 60 min; hits give low values; Phosphatidylinositol 5-phosphate 4-kinase type-2 alpha (Homo sapiens), P48426; active means max response of -50% or lower; inconclusive means between -30% and -50%; inactive means -30% or higher; further: value at the top dose of about 77 µM; on the % scale 0 is the no-effect control and ±100 the full control effect
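Controls without substrate or without enzyme flank wells where PI5P4Kalpha converts substrate using 5 microM ATP (final). Incubation lasts 60 minutes at room temperature; ADP formed is read by ADP-Glo luminescence.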
EPAC1 antag: qHTS for Antagonist of cAMP-regulated guanine nucleotide exchange factor 3 (EPAC1): primary screen | EPAC1 GEF assay, Rap1b-BODIPY-GDP exchange fluorescence | hit rate 0.14% among 360,000 | Rap guanine nucleotide exchange factor 3 (Homo sapiens), O95398 | Potency, µM (titrated, usually from 115 µM), for inactives: top-dose activity change, negative = inhibition, hits mostly inhibitors | AID 720709, 2013;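 further: potency means the concentration at half of the fitted maximal effect; plate controls were vehicle for no effect and positive control for full effect; nearly all actives have a fitted effect of over 50% in size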
Numbers without * were called inactive; i = inactive; ? = inconclusive; . = not tested or not shown; [ ] = dose if it differs, or a comment. Unless noted, the call rests on the fitted dose curve; in most records, active means well fitted curve in the direction sought with a large enough effect; inconclusive means small, poorly fitted or top-dose-only effect, or another doubt; inactive means no such curve, though single readings can be large; an effect the other way counts as inactive or inconclusive. These rows are one share of the data (hit frequency here may not be typical).

SMILES | GLP-1R agonist | GLP1R inv ag | PTHR1 ag | GLP1R cytotox | PLK1 PBD block | IL2 activator | EPAC1 agonist | PI5P4K alpha inh | EPAC1 antag
Cc1ccsc1C1C(C#N)=C(N)Oc2n[nH]c(C)c21 (stereo not drawn) | -28% | -8%[0.307 µM] | -25% | 14%[0.307 µM] | -16% | 2.5 | 2% | ? | -12%
COc1ccc(NC(=O)C2=C(C)NC(=O)NC2c2cccc(OC)c2OC)c(OC)c1 (stereo not drawn) | 11% | 61%[activator] | i | 7% | -3% | 0.0 | -1% | -1 | 3%
CCOC(=O)CN1C(=O)S/C(=C\c2ccc(-c3ccc(C(=O)O)c(Cl)c3)o2)C1=O | -2% | ? | -22% | -12% | -23% | 0.3 | 5% | ? | 6%
CCOc1ccc(C(CCc2ccccc2)NC(=O)c2ccccc2F)cc1OCC (stereo not drawn) | 8% | 6% | -11%[57.5 µM] | 3% | -5% | -4.9 | 5% | . | 8%
CCOC(=O)/C(=C\c1ccccc1)NC(=O)c1ccccc1 | -1% | 1% | i | 1% | -6% | 0.2 | 9% | 3 | -1%
Cc1[nH]c2ccccc2c1C(=O)CSc1nc2ncc(Cl)cc2[nH]1 | -14% | -35% | -7% | -11% | -11% | 1.0 | 14% | -26 | 5%
CN(C)S(=O)(=O)c1cccc(NC(=O)c2ccc(S(=O)(=O)N3CCCCC3)cc2)c1 | 0% | ? | -50%[inhibitor] | -1% | -1% | -2.6 | 4% | 14 | 7%
COc1ccc(C2C(C#N)=C(N)OC3=C2C(=O)CC(C)(C)C3)cc1Cn1nc(C)c([N+](=O)[O-])c1C (stereo not drawn) | -2% | 6% | i | 3% | 8% | 1.4 | 10% | -3 | 4%
C/C(Cl)=C\Cn1c(NCCCn2ccnc2)nc2c1c(=O)n(C)c(=O)n2C | 0% | 7% | i | -7% | 3% | 0.2 | 0% | -6 | 5%
CC1(Cc2cccc(F)c2)C(=O)Nc2ccc(S(=O)(=O)NC3CCCCC3)cc21 (stereo not drawn) | 7% | -20% | 0% | -15% | -4% | 0.1 | -3% | -1 | -9%
O=C(c1ccc(S(=O)(=O)N2CCOCC2)cc1)N1CCN(c2ccc(F)cc2)CC1 | -12% | -7% | i | -6% | 2% | -0.1 | 1% | -1 | 8%
Cc1ccc(N=Cc2c(O)c3ccccc3oc2=O)c(C)c1 | -2% | -2% | -40%[inhibitor] | -12% | -1% | 11 | 19% | 1 | 0%
CCOC(=O)C1=C(COC(=O)/C=C/c2ccc(OC)cc2)NC(=O)NC1C (stereo not drawn) | 1% | ? | i | -13% | -17% | -6.1 | -6% | 2 | -23%
Cc1ccc(C)c(NC(=O)COc2cccc3c2CCN(Cc2ccccc2)C3=O)c1 | 0% | 1% | i | -6% | 0% | 2.5 | -4% | 8 | -8%
CC1Sc2ccc(C(=O)Nc3cc(S(C)(=O)=O)ccc3Cl)cc2NC1=O (stereo not drawn) | 10% | 13% | i | -23% | -7% | 1.4 | 1% | -10 | 4%
CCC(CO)NC(=O)c1cc2c(s1)CCC2 (stereo not drawn) | 0% | -2% | i | 15% | -2% | 0.0 | 2% | 2 | 1%
CC(C)c1ccc(N(C(=O)c2csnn2)C(C(=O)NC2CCCC2)c2cccnc2)cc1 (stereo not drawn) | 13% | -1% | i | -4% | 1% | 0.0 | 5% | 2 | -12%
O=C(OCn1ncc(Cl)c(Cl)c1=O)c1cccc(C(F)(F)F)c1 | -17% | ? | -25% | ? | ? | -1.6 | 14% | . | -17%
O=C(Nc1cccc(Cl)c1)N1CCN2C(=O)c3ccccc3C12c1ccccc1 (stereo not drawn) | -17% | 8.9µM* | -22% | ? | 12µM* | -1.4 | 18% | -24 | -11%
COc1cc(C2c3c(oc4ccccc4c3=O)C(=O)N2c2ccc(C)cn2)ccc1O (stereo not drawn) | -4% | 1% | i | 1% | -19% | -1.5 | 4% | -2 | -6%
COc1ccc(OC)c(S(=O)(=O)Nc2cc(C(=O)O)ccc2N2CC3CC(C2)c2cccc(=O)n2C3)c1 (stereo not drawn) | -5% | -6% | i | 7% | -23% | 0.5 | 7% | 1 | -20%
CC(=O)N1CSCC1C(=O)NNS(=O)(=O)c1ccccc1 (stereo not drawn) | 9% | 10% | -3% | 2% | -5% | -0.1 | 9% | 2 | 11%
CCC1CCCCN1S(=O)(=O)c1ccc(-n2cnnn2)c(C)c1 (stereo not drawn) | 14% | -8% | i | -2% | -13% | 1.8 | 8% | 0 | 3%
O=C(NC12CC3CC(CC(C3)C1)C2)c1ccc(Br)o1 | 10% | ? | -4% | -5% | 2% | -0.4 | 0% | 5 | 0%
Cc1ccc(F)cc1C(=O)N1CCCCC1c1cc(C(=O)NC(C)C)no1 (stereo not drawn) | 8% | 32%[activator] | i | 5% | -3% | -0.3 | 3% | 5 | -2%
CC1(O)c2ccccc2C(=O)N1Cc1ccccc1 (stereo not drawn) | 33% | ? | i | 7% | -11% | -0.9 | 5% | . | -16%
CC(CCN1CCN=C1N(C)C)c1ccccc1 (stereo not drawn) | 14% | -23% | -18% | -21% | 1% | 4.3 | 0% | -3 | -5%
COc1ccc(C)cc1NC(=O)C1CCCCC1C(=O)O (stereo not drawn) | 0% | 5% | i | -13% | ? | -2.7 | -5% | 2 | -15%
COc1ccc(NC(=O)C2(C)Cc3c(-c4cccc(C(N)=O)c4)ccnc3O2)cn1 (stereo not drawn) | 23% | ? | -16% | -23% | -4% | 0.0 | -11% | -2 | 6%
S=c1[nH]ncn1/N=C/c1ccc(Br)cc1 | 20% | 2% | -4%[57.5 µM] | ? | -24% | -0.4 | -8% | -1 | -4%
CN(/N=C/c1ccc(C(C)(C)C)cc1)C1=NCCN1 | 2% | 17% | i | 29% | 1% | 2.3 | 1% | -1 | 1%
Cc1ccc(CN2C(=O)CCC2C(=O)NCCCN2CCC(C)CC2)cc1 (stereo not drawn) | -22% | 0% | ? | 0% | -3% | -0.7 | 6% | 7 | 13%
C=CCn1c(O)c(N=Nc2ccccc2)c2ccccc21 | 18% | 4% | -20% | 3% | ? | -0.3 | 11% | 1 | -5%
CC(C)CCOc1cccc(C2c3c(oc4ccccc4c3=O)C(=O)N2CCCN2CCOCC2)c1 (stereo not drawn) | -1% | 5% | -10% | 2% | -25% | -1.0 | 2% | 2 | -15%
COC(=O)C(CCSC)NC(=O)Cn1ncc2c(=O)oc3ccccc3c21 (stereo not drawn) | 0% | 11% | -11% | -1% | 3% | -0.9 | 1% | -8 | 14%
CC(=O)Oc1ccc(C(=O)Nc2ccccc2NC(=O)c2ccc(OC(C)=O)cc2)cc1 | 0% | 24% | -10% | -19% | -9% | -0.1 | -13% | -6 | 5%

Only EPAC1 antag, EPAC1 agonist and PLK1 PBD block, for 2 of the compounds above:
mol	EPAC1 antag	EPAC1 agonist	PLK1 PBD block
S=c1[nH]ncn1/N=C/c1ccc(Br)cc1	-4%	-8%	-24%
CN(/N=C/c1ccc(C(C)(C)C)cc1)C1=NCCN1	1%	1%	1%

The list continues:
SMILES | GLP-1R agonist | GLP1R inv ag | PTHR1 ag | GLP1R cytotox | PLK1 PBD block | IL2 activator | EPAC1 agonist | PI5P4K alpha inh | EPAC1 antag
COc1ccc(CNS(=O)(=O)NCc2ccccc2F)cc1 | 9% | -5% | i | 5% | -6% | 0.2 | 7% | 5 | 1%
CN1CCN(C(=S)NC(=O)c2cccc([N+](=O)[O-])c2)CC1 | -3% | ? | i | ? | -1% | 1.3 | -4% | 4 | -3%
O=C(NCc1ccc2c(c1)OCO2)c1cc2ccccc2oc1=O | -10% | 3% | i | -4% | -4% | 0.1 | -5% | -1 | 3%
CC(Oc1ccccc1F)c1ccnc2nc(/N=C/N(C)C)nn12 (stereo not drawn) | 12% | -8%[7.66 µM] | i | -12%[7.66 µM] | ? | -0.6 | -6% | -3 | -1%
COc1ccccc1OCCNC(=O)Nc1cc(F)c(F)cc1Cl | 8% | 1% | -11% | 1% | 4% | -5.9 | -5% | 0 | -3%

In the list so far, these have bromine.
SMILES | GLP-1R agonist | GLP1R inv ag | PTHR1 ag | GLP1R cytotox | PLK1 PBD block | IL2 activator | EPAC1 agonist | PI5P4K alpha inh | EPAC1 antag
O=C(NC12CC3CC(CC(C3)C1)C2)c1ccc(Br)o1 | 10% | ? | -4% | -5% | 2% | -0.4 | 0% | 5 | 0%
S=c1[nH]ncn1/N=C/c1ccc(Br)cc1 | 20% | 2% | -4%[57.5 µM] | ? | -24% | -0.4 | -8% | -1 | -4%

Among those listed so far, two contain a cyano group:
SMILES | GLP-1R agonist | GLP1R inv ag | PTHR1 ag | GLP1R cytotox | PLK1 PBD block | IL2 activator | EPAC1 agonist | PI5P4K alpha inh | EPAC1 antag
Cc1ccsc1C1C(C#N)=C(N)Oc2n[nH]c(C)c21 (stereo not drawn) | -28% | -8%[0.307 µM] | -25% | 14%[0.307 µM] | -16% | 2.5 | 2% | ? | -12%
COc1ccc(C2C(C#N)=C(N)OC3=C2C(=O)CC(C)(C)C3)cc1Cn1nc(C)c([N+](=O)[O-])c1C (stereo not drawn) | -2% | 6% | i | 3% | 8% | 1.4 | 10% | -3 | 4%
